HEK293 cAMP ctrl = qHTS Assay for Agonists of the Thyroid Stimulating Hormone Receptor: Activators of Intracellular cAMP Concentrations in Parental HEK 293 | 73,000 compounds, 2.5% hits | AID 938, 2007 | parental HEK293 CNG cAMP sensor, membrane potential fluorescence | Potency, µM (series often up to 57.1 µM), inactives show top-dose activation, usual class: activators; note: potency is the fitted concentration of half-maximal effect; % of control where 0% means no effect; nearly all actives have a fitted effect of over 55% in size
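Parental HEK 293 cells stably expressing a cAMP-gated CNG channel were loaded with membrane potential dye containing 100 uM RO 20-1724 for 60 min. Compound added for 30 min; depolarization read as fluorescence intensity at 590 nm.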
4MU fluor = qHTS Assay for Spectroscopic Profiling in 4-MU Spectral Region; compound autofluorescence, 340/450 nm, 4-MU equivalents; hits give high values; max dye-equivalent concentration, M; 59,000 compounds, 11% hits; in the data active = max dye-equivalent concentration above about 10 nM; inconclusive = mostly about 1.1 nM to 9.6 nM
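Intrinsic fluorescence at 340/450 nm (ex/em) was read after 15 min at room temperature in pH 8.0, 100 mM Tris. Each compound concentration expressed as 4-MU-equivalent concentration from a six-point 4-MU standard series on each plate.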
Caspase-1 inhib = qHTS Assay for Allosteric/Competitive Inhibitors of Caspase-1. P29466. Potency, µM (titrated, usually from 57.5 µM), for the others: top-dose activity change, negative = inhibition, most hits filed as inhibitors. 75,000 compounds, 0.03% hits. Caspase-1 enzyme, Ac-WEHD-AFC fluorogenic rate;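 note: potency is the fitted concentration of half-maximal effect; plate controls were vehicle for no effect and no substrate for full effect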
Fluorescein autfl = qHTS Assay for Spectroscopic Profiling in Fluorescein Spectral Region; max fluorescein-equivalent concentration, M; 59,000 compounds, 0.91% hits; AID 593, 2007; Compound autofluorescence, 480/540 nm, fluorescein-equivalent; hits give high values; in the data active = max fluorescein-equivalent concentration above about 10 nM; inconclusive = between about 1.1 nM and that limit
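Read-out is intrinsic compound fluorescence at 480/540 nm (excitation/emission), expressed as dye-equivalent concentration using a fluorescein standard series run on every plate. Compounds sat 15 min at room temperature in 100 mM Tris, pH 8.0.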
BRCT inh red = qHTS Assay for Inhibitors of BRCT-Phosphoprotein Interaction (Red Fluorophore). Breast cancer type 1 susceptibility protein (Homo sapiens), P38398. BRCT-phosphopeptide binding, red fluorescence polarization. Potency, µM (series often up to 76.9 µM), for the others: at the highest dose activity change, negative = inhibition, actives largely listed as inhibitors. 75,000 compounds, 0.03% hits. AID 892, 2007; note: % is set by controls: 0 for no effect and ±100 for the full control effect
Target sequence (P38398 whole entry, looked up): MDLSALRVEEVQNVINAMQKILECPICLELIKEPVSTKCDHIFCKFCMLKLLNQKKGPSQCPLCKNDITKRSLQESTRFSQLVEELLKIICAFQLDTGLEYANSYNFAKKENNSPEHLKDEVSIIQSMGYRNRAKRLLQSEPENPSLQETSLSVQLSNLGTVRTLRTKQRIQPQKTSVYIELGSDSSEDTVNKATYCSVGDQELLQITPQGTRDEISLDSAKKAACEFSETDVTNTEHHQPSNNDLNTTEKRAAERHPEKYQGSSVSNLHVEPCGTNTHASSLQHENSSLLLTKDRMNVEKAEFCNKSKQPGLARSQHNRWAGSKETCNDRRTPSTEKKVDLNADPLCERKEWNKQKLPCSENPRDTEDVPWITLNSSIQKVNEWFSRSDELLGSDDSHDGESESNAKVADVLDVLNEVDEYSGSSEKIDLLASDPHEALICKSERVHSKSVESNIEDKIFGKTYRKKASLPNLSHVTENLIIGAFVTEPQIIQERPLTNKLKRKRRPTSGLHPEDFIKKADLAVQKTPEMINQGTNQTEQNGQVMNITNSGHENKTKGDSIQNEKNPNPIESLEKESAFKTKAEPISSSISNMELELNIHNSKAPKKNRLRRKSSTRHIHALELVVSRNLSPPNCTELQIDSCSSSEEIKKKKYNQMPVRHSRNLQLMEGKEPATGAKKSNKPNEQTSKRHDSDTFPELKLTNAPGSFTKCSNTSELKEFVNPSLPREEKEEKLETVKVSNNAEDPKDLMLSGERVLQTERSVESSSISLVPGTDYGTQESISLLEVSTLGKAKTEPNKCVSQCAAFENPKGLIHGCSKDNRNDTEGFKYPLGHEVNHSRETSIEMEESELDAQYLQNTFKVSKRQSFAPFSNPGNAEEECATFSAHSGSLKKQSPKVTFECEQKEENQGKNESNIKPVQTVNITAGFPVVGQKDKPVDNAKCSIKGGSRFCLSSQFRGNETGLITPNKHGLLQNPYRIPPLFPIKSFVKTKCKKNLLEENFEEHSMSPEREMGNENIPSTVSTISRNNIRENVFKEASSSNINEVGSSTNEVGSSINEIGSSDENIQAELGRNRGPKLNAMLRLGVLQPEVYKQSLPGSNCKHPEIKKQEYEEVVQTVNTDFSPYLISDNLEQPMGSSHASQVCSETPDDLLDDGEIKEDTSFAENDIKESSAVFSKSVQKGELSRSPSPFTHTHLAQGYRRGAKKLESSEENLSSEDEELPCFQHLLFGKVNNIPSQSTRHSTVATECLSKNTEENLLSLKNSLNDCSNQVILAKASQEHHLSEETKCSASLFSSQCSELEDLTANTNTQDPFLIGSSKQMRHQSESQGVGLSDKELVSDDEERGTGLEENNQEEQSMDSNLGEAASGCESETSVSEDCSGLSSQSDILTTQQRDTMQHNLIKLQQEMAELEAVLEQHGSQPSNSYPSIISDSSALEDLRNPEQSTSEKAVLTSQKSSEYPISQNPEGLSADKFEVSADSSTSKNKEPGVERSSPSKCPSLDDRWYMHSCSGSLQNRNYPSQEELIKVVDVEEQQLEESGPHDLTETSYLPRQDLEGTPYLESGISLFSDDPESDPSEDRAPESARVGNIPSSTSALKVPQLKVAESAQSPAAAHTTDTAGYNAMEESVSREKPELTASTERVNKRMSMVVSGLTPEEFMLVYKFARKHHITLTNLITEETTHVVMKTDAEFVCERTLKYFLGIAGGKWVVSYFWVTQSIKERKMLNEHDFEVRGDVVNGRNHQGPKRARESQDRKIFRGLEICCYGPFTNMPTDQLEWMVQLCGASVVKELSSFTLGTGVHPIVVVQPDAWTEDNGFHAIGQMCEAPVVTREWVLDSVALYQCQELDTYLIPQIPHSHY
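Rhodamine-labelled pBACH1 10-mer (100 nM) bound to BRCT domain (100 nM) at pH 7.3; compounds incubated 12 min room temperature, polarization read. Free peptide defines full inhibition; unlabelled decapeptide titrated as control.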
A350 fluor = qHTS Assay for Spectroscopic Profiling in A350 Spectral Region. Compound autofluorescence, 340/450 nm, Alexa 350 dye-equivalents; hits give high values. max dye-equivalent concentration, M. 59,000 compounds, 11% hits. AID 590, 2007; in the data active = max dye-equivalent concentration above about 10 nM; inconclusive = mostly about 1.1 nM to 9.6 nM
USP2a inhib = qHTS Assay for Inhibitors of Ubiquitin-specific Protease USP2a. Potency, µM (series often up to 38.3 µM), for the others: at the highest dose activity change, negative = inhibition, actives largely listed as inhibitors. AID 927, 2007. 60,000 compounds, 0.1% hits. Ubiquitin carboxyl-terminal hydrolase 2 (Homo sapiens), O75604. USP2a enzymatic assay, qHTS inhibition;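 note: potency is the fitted concentration of half-maximal effect; nearly all actives have a fitted effect of over 60% in size; plate controls were DMSO for no effect and NEM full inhibition control for full effect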
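Coupled readout: USP2-cleaved Ub-PLA2 (20nM final) turns over NBD C6-HPC (20uM final), Ex 460nm/Em 535nm after 2.5 h, time-zero read flagging artifacts. Enzyme (20nM final, pH 8.0 Tris) given 30 min RT with compound first; NEM defines full inhibition.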
Caspase-7 inhib = qHTS Assay for Allosteric/Competitive Inhibitors of Caspase-7 | P55210 | recombinant caspase-7, Ac-DEVD-AFC fluorescence rate | Potency, µM (doses to about 57.5 µM), for inactives: at the top dose activity change, negative = inhibition, usual class: inhibitors | 75,000 compounds, 0.02% hits | AID 889, 2007; active = well fitted inhibition curve with a large enough effect in the main read-out, with a control signal flat, not every such curve was filed as active; inconclusive = small, poorly fitted or top-dose-only effect, or a change in a side signal; note: potency is the fitted concentration of half-maximal effect; % of control where 0% means no effect
Ub-GFP proteasome = Ubiquitin-GFP Assay; Ubiquitin-GFP reporter cells, proteasome inhibition, GFP fluorescence; response scale: untreated = 0%, 10 µM MG-132 = 100%; AID 526, 2006; 67,000 tested, under 10 active; Potency, µM (series often up to 45.9 µM), for inactives: at the highest dose activation (GFP accumulation), most hits filed as activators; active = well fitted activation curve with a large enough effect, not every such curve was filed as active; inconclusive = small, poorly fitted or top-dose-only effect, or another doubt; inactive = no such curve, though single readings can be large or run the other way; note: potency is the fitted concentration of half-maximal effect
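GFP accumulation read-out: laser plate cytometry counting ubiquitin(G76V)-GFP-expressing U2OS cells after 4 hr compound exposure at 37 °C. Titrations spanned 46 uM to 2.9 nM; 0% = basal, 100% = 10 uM MG-132; concentration-response curves fitted.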
Epigenetic mod = qHTS Assay for Epigenetic Modulators; mouse C127i GFP locus derepression, cytometry, 30 h; Potency, µM (titrated, usually from 46.1 µM), for inactives: at the highest dose GFP derepression (activation); 68,000 compounds, 0.09% hits; AID 597, 2007; note: % of control where 0% means no effect
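Derepression screen: silenced CMV-GFP reporter in murine C127i cells, 30 h compound incubation at 37 C, washed cells imaged by laser-scanning cytometer to enumerate GFP-expressing objects of 20 to 120 um.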
BRCT inh green = qHTS Assay for Inhibitors of BRCT-Phosphoprotein Interaction (Green Fluorophore); 75,000 compounds, 0.05% hits; BRCA1 BRCT-phosphopeptide binding, green fluorescence polarization; AID 875, 2007; Breast cancer type 1 susceptibility protein (Homo sapiens), P38398; Potency, µM (titrated, usually from 76.9 µM), for inactives: at the top dose activity change, negative = inhibition, usual class: inhibitors;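 note: potency is the fitted concentration of half-maximal effect; plate controls were peptide without protein for full effect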
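Fluorescence polarization: His-tagged BRCT (~35 kDa BRCA1 C-terminus, 250 nM) bound to 100 nM fluorescein-labeled phosphorylated 10-aa BACH1 peptide, pH 7.3 phosphate buffer with DTT and Tween 20. Compounds incubated 12 min at room temperature; inhibition read as lowered polarization.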
An asterisk follows results filed as active; i = inactive; u = inconclusive; x = no result given; ! = not confirmed by another sample; [ ] = dose if it differs, or a comment. Unless noted, calls come from the whole dose curve; as a rule, active = well fitted curve in the direction sought with a large enough effect; inconclusive = small, poorly fitted or top-dose-only effect, or another doubt; inactive = no such curve, though single readings can be large; an effect the other way counts as inactive or inconclusive. The list is partial; the hit share may differ from the screen's.

SMILES	HEK293 cAMP ctrl	4MU fluor	Caspase-1 inhib	Fluorescein autfl	BRCT inh red	A350 fluor	USP2a inhib	Caspase-7 inhib	Ub-GFP proteasome	Epigenetic mod	BRCT inh green
CCC(C)NC(=O)c1ccccc1NS(=O)(=O)c1ccc(OC)c(OC)c1 (stereo not drawn)	2%	u	2%	u	-3.8%	1.2e-08M*	-2%	-1%	-1%	0%	-3.8%
O=C(NCCc1ccccc1)C1CCCN(S(=O)(=O)c2cccs2)C1 (stereo not drawn)	16%	x	-3%	x	2.8%	x	x	-1%	6%	x	-4.4%
COc1cc(C2c3c(oc4c(C)cc(C)cc4c3=O)C(=O)N2Cc2cccnc2)cc(OC)c1OC (stereo not drawn)	-1%	i	4%	u	0.2%	i	1%	0%	-4%	0%	-2.1%
CC(C)(C)n1nc2c(c1NC(=O)c1cccs1)CS(=O)C2 (stereo not drawn)	u	i	-2%	i	-0.2%	i	0%	1%	5%	0%	-1.3%
COc1ccc2c(c1)C1(Nc3ccccc3-c3nc4ccccc4n31)C(=O)N2C (stereo not drawn)	u	2.1e-08M*	-3%	i	1.2%	2.8e-08M*	11%	-6%	3%	5%	-1.6%
O=C(Oc1ccccc1C(=O)Oc1ccccc1)c1ccco1	u	x	-3%	x	-0.2%	x	-8%	-2%	7%	0%	-0.5%
O=C(CN1CCN(CCC(=O)Nc2ccccc2F)CC1)Nc1ccc(F)cc1	8%	i	1%	i	-0.9%	i	7%	0%	-8%	8%	-1.7%
O=c1cc(C(F)(F)F)nc(-c2ccccc2)[nH]1	9%[11.4 µM]	x	-1%	x	-1.2%	x	-2%[7.66 µM]	-3%	-14%[9.17 µM]	-2%	-1.4%
CCOC(=O)Cc1nnc(NC(=O)c2cccc(OCC)c2)s1	-3%	i	-3%	u	-0.8%	i	4%	-2%	-5%	-2%	3.2%
COc1ccc(S(=O)(=O)Nc2ccc(F)c(F)c2)cc1Cl	-13%	i	-2%	u	-1.1%	i	11%	-1%	6%	-2%	-1.2%
CC(=O)NCCOc1ccc(C(=O)O)cc1	u	i	-8%	u	-0.3%	i	45%[activator]	0%	-2%	3%	-1.4%
Cn1c(=O)c2c(nc(SCCN3CCOCC3)n2Cc2ccc(F)cc2)n(C)c1=O	3%	i	0%	i	-0.4%	i	x	0%	0%	6%	0.8%
COCCCNC(=O)c1c(F)c(F)c(F)c(F)c1F	13%	x	0%	x	0.3%	x	-2%	1%	13%	0%	-1.6%
c1ccc(N(c2ccccc2)c2nc(-n3ccnc3)nc(-n3ccnc3)n2)cc1	25µM*	i	-3%	i	2.3%	i	10%	-6%	5%	4%	9.6%
CCCCN(CC)CCCNC(=O)CC1Oc2ccccc2NC1=O (stereo not drawn)	3%	i	0%	i	0.5%	i	5%	0%	-3%	-1%	-3.0%
O=C1CC(c2ccc(S(=O)(=O)NCc3ccncc3)cc2)CN1 (stereo not drawn)	5%	x	0%	x	0.7%	x	x	0%	3%	x	-1.3%
CCCOc1cccc(C(=O)Nc2cc(NC(=O)c3ccco3)ccc2OC)c1	u	i	-3%	i	-0.7%	i	12%	-1%	4%	-1%	-1.5%
O=C(C1CCN(S(=O)(=O)N2CCC3(CC2)OCCO3)CC1)N1CCOCC1	3%	i	1%	i	1.5%	i	-6%	0%	-2%	1%	-2.3%
O=C(NC1CCCCCC1)c1ccc(N2CCCC2=O)cc1	13%	i	1%	i	0.8%	i	8%	1%	0%	4%	-2.2%
COc1ccc(NC(=O)N2CC[C@@]3(CCCN(C(=O)c4cc(C(F)(F)F)cc(C(F)(F)F)c4)C3)C2)cc1	11%	i	-2%	i	0.7%	i	52%[activator]	-2%	2%	0%[9.22 µM]	-4.7%
CCOc1ccc2[nH]c(=O)c(CN(Cc3cccnc3)C(=O)Nc3ccccc3OC)cc2c1	6%	7.5e-08M*	5%	u	0.6%	1e-07M*	33%[activator]	-5%	4%	-2%	1.0%
CCCCCc1nnc(NC(=O)OCCC)s1	7%	x	2%	x	-0.4%	x	-5%	-1%	3%	0%	2.7%
Cc1nc2ccccc2c(=O)n1/N=C/c1ccccn1	-6%	i	-1%	i	0.3%	i	-1%	-1%	1%	-1%	-1.8%
CCOc1ccc(N2C(=O)CCC2=O)cc1	4%	i	0%	i	-0.5%	i	-8%	0%	0%	3%	-1.8%
Cn1cc(C(=O)NCCN2CCN(c3ccccc3F)CC2)c2c3ccccc3n(C)c2c1=O	-2%	9.7e-08M*	0%	i	0.4%	1e-07M*	13%	0%	-15%	0%	1.5%
COc1ccc(CNC(=O)C(OC(C)=O)c2ccccn2)cc1 (stereo not drawn)	7.9µM*	i	-3%	i	0.1%	u	-5%	2%	3%	3%	-0.3%
O=C(O)c1ccc(C2SCC(=O)N2Cc2ccccc2)cc1 (stereo not drawn)	2%	i	2%	u	-0.4%	i	-7%	0%	-13%	3%	-4.4%
CCOc1ccc(-n2cnnn2)cc1S(=O)(=O)N1CCCCC1	7%	i	1%	i	-2.2%	i	-2%	0%	4%	-3%	0.5%
Cc1ccc(-n2c(SCC(=O)N3CCOCC3)nnc2-c2cccnc2)cc1	-16%	i	-3%	u	2.4%	u	3%	0%	3%	1%	-2.4%
Cc1ccc(NCc2nnc(SCCN3CCCCC3)n2CC2CCCO2)c(C)c1 (stereo not drawn)	10%	i	0%	u	-1.0%	i	1%	0%	3%	2%	-2.3%
CC(C)NS(=O)(=O)c1ccc2c(c1)oc(=O)n2C	3%	x	-2%	x	0.6%	x	x	0%	10%	x	0.2%
CCC(C)NC(=O)c1cnn2c1NC(c1ccc3c(c1)OCO3)CC2C(F)(F)F (stereo not drawn)	8%	i	2%	u	-0.4%	i	18%	-1%	2%	0%	-2.9%
COc1cc2c(cc1OC)C(=O)N(C)CC2	10%	i	-4%	u	-0.9%	i	x	0%	4%	-2%[9.22 µM]	0.7%
COc1ccc(NC(=O)CSc2nnc(-c3ccccc3)n2Cc2ccco2)c(OC)c1	22%	i	-1%	i	-1.6%	i	17%	-2%	3%	-2%	0.6%
c1ccc2c(c1)CCN(CCCNc1nc3ccccc3n3cnnc13)C2	19%	x	1%	x	-0.7%	x	x	-3%	0%	-2%	0.8%
CC(C)C(=O)Nc1cccc(C(=O)NCc2ccc(S(N)(=O)=O)cc2)c1	-1%	i	0%	i	2.0%	i	7%	1%	-6%	3%	-0.5%
Cn1c(C(=O)NCc2cccnc2)cc2sc(Cl)cc21	25µM*	x	-4%	x	0.1%	x	x	0%	x	x	-0.8%
c1ccc(-c2ccc(-c3nc(-c4ccccn4)no3)cc2)cc1	6%	x	-3%	x	0.5%	x	x	-4%	-3%	0%	-1.0%
COc1ccccc1C(=O)N1CCN(C(=O)COc2cccc(C)c2)CC1	23%	i	-1%	u	-1.1%	i	-2%	0%	0%	-1%	-6.9%
Cc1cc(=O)n2nc(N3CCC(C(=O)NCCC4=CCCCC4)CC3)sc2n1	0%	i	1%	i	1.1%	i	12%	-1%	-2%	-1%	1.0%
Cc1nn2c(-c3cccc(NC(=O)CSc4nc5ccccc5o4)c3)nnc2c2ccccc12	u	u	0%	i	1.2%	u	17%	-4%	1%	11%	0.0%
COCCOC(=O)c1c(C)oc2ccc(OC(=O)c3ccc4c(c3)OCO4)cc12	u	i	0%	i	0.3%	i	7%	-3%	11%	-3%	1.2%
N[C@@H]1CONC1=O	u	2.9e-08M*!	-2%[25.7 µM]	u	0.3%[34.4 µM]	3.4e-08M*!	-15%[17.1 µM]	-4%[25.7 µM]	-9%[20.5 µM]	1%[20.6 µM]	-1.9%[34.4 µM]
CN(Cc1nc2ccccc2n1C)C(=O)c1cccs1	6%	i	2%	u	0.3%	i	-7%	0%	-2%	-3%	-2.0%
Nc1ccc(SC(F)(F)F)cc1C(=O)c1ccccc1	29%	x	-2%	x	1.0%	x	-28%	-5%	-4%	-2%	0.9%
O=c1cc(CSc2nnc(COc3ccccc3)o2)c2ccccc2[nH]1	28%	i	-2%	i	0.1%	i	11%	-2%	-2%	-1%	0.2%
CCC(Oc1ccccc1)C(=O)N1CC(C)CC(C)C1 (stereo not drawn)	9%	i	1%	u	-1.7%	i	-1%	-1%	-6%	0%	1.4%

High-throughput results: PubChem, National Center for Advancing Translational Sciences (NCATS)
